From PubChem
D1 ag = activates the human D1 dopamine receptor. AID 504660. HEK293 T-REx D1 cells, calcium flux, agonist mode. 1% of 360,000 active. P21728. activation, % at 2 µM; further: 0% is about no effect
Target sequence (P21728 whole entry, looked up): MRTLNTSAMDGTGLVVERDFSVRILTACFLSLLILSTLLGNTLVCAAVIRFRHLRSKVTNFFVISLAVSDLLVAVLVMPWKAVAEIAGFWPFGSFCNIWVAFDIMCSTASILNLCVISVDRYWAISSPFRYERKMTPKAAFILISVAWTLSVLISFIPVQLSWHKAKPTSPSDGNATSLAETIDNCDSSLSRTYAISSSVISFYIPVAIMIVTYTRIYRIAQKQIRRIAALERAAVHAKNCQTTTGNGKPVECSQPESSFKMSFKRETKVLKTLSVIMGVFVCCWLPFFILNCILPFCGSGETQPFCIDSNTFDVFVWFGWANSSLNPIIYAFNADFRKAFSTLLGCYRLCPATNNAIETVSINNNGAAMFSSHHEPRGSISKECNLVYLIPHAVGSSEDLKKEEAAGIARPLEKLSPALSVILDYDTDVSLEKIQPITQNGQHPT
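Tetracycline-induced HEK293 TREx D1 cells, force-coupled to calcium signalling, were dye-loaded with a no-wash calcium kit. Compound was pin-added after a 10 s baseline. Fluorescence was read kinetically at 1 cycle/s for 180 s, with calcium rises flagged as agonism.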
TRHR ag = TRH receptor (human) agonism | P34981 | TRHR cells, calcium flux fluo-8, FDSS agonist mode | activation, % at 2 µM | 0.18% of 360,000 active; further: 0% is about no effect
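TRHR-expressing cells, plated overnight in medium with 10% serum, were loaded with fluo-8 calcium dye at room temperature. After a 10 s baseline, library compound was pin-added and calcium release was recorded kinetically (ex 480/em 530) as agonist response.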
D1 antagonist = human D1 dopamine receptor antagonism. P21728. HEK293 TREx D1 cells, calcium flux, dopamine EC80; stronger effect = lower value. activity change, negative = inhibition, % at 10 µM. 3.2% of 360,000 active; in the data active means activity change below about -30%; further: on the % scale 0 is the no-effect control and ±100 the full control effect
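Using tetracycline-induced force-coupled D1 Hek293 cells and a calcium dye, signals were followed for 180 s after compound, then for 180 s after EC80 dopamine, to detect inhibitors.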
RXFP1 antagonist = antagonists of human relaxin receptor RXFP1; HEK293-RXFP1, relaxin-stimulated cAMP HTRF, 30 min; stronger effect = lower value; Q9HBX9; 0.59% of 350,000 active; activity change, negative = inhibition, % at 57.5 µM; AID 1259400;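 active means activity change of -60% or lower, but not beyond a set lower limit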; further: on the % scale 0 is the no-effect control and ±100 the full control effect
D2 antag = antagonists of human D2 dopamine receptor; P14416; HEK293 TREx D2 cells, calcium flux, dopamine EC80; inhibition, % at 10 µM; 2% of 340,000 active; AID 485344; in the data active means inhibition above about 30%; further: 0% is about no effect
Target sequence (P14416 whole entry, looked up): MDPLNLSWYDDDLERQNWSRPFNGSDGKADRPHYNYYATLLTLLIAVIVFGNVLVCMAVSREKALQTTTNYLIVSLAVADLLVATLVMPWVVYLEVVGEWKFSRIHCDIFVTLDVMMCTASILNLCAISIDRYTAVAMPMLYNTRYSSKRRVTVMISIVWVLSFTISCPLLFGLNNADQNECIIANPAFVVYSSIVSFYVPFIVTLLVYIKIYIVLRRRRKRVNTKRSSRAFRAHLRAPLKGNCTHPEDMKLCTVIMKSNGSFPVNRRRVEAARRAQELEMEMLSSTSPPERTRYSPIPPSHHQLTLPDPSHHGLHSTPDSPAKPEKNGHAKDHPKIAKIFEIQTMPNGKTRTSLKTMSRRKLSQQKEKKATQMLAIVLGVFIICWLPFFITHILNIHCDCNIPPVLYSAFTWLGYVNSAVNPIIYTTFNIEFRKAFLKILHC
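Overnight-induced (tetracycline, 30 C) HEK293 T-REx cells carrying force-coupled D2 receive a no-wash calcium dye, then compound, then EC80 dopamine at 180 s; signals are read kinetically throughout.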
TRHR PAM = allosterically enhances the human TRH receptor | 0.66% of 360,000 active | enhancement, % at 2 µM | P34981 | TRHR cells, fluo-8 calcium fluorescence, EC20 TRH enhancement; in the data active means enhancement above about 30%; further: 0% is about no effect
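TRHR-expressing cells loaded with fluo-8 calcium dye were read kinetically (ex 480/em 530) during compound addition, then stimulated with an EC20 of TRH (10 nM final). Enhancement of the Gq-mediated intracellular calcium response was scored.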
D1 potentiator = enhances dopamine response at the human D1 receptor; AID 504651; potentiation, % at 10 µM; P21728; HEK293 TREx D1 cells, calcium flux, dopamine EC20 potentiation; 0.036% of 360,000 active; in the data active means potentiation above about 30%; further: 0% is about no effect
D2 agonist = D2 dopamine receptor (human) agonism | 0.53% of 340,000 active | HEK293 T-REx D2 cells, calcium flux agonist mode | activation, % at 2 µM | P14416;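 active means activation over 3 SD above normal in the single-dose calcium agonist read, cut at about 30% in these data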; further: 0% is about no effect
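Tetracycline-induced HEK293 T-REx cells with force-coupled D2 receptor, plated overnight at 30 C, loaded with no-wash calcium dye. After a 10 s baseline, compound was pin-added and calcium flux read kinetically for 180 s; calcium rises flagged agonists.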
D2 PAM = positively modulates the human D2 dopamine receptor allosterically; P14416; HEK293 T-REx D2, calcium flux, EC20 dopamine potentiation; potentiation, % at 10 µM; 0.34% of 340,000 active; AID 485347;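 active means potentiation over 3 SD above the plate norm, cut at about 30% in these data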; further: 0% is about no effect
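Using a no-wash calcium dye in inducible, force-coupled HEK293 Trex cells expressing D2, we tracked fluorescence each second for 180 s after compound, then for 180 s after EC20 dopamine to detect augmented signalling.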
Numbers without * were called inactive; · = no result given; & = joins results of further samples. Unless noted, no stated cut-off is given here; in the data, active means activation above about 30%; inactive means the rest.

Sample of the layout, six compounds:
Fields – D1 ag	TRHR ag	D1 antagonist	RXFP1 antagonist	D2 antag	TRHR PAM	D1 potentiator	D2 agonist	D2 PAM
CSc1n[nH]c(NCc2ccc(Cl)cc2)n1
  2	-0.5	-20	-7	20	-2	-13	0.1	-6
COc1cc(S(=O)(=O)N(C)C)ccc1F
  0	0.8	-7	-1	-17	8	-1	0.5	-8
CCn1c(N)c(C(=O)Nc2ccccc2C(=O)OC)sc1=S
  4	-0.3	1	4	-3	-6	-4	0.7	2
CC(NC(=O)C1CCCN1S(=O)(=O)c1cccc2nsnc12)c1ccccc1 (stereo not drawn)
  1	-0.5	-11	7	-9	-1	1	-0.4	5
Cc1ccc(-c2cc(C(=O)Oc3ccc(C#N)cc3)no2)cc1
  3	0.5	7	·	·	20	-1	0.0	-9
CC(=O)Nc1cccc(-c2nc3ccccc3s2)c1C
  0	0.1	4	-1	·	3	-1	·	·

All compounds of this part, repeating the preview:
Fields – D1 ag	TRHR ag	D1 antagonist	RXFP1 antagonist	D2 antag	TRHR PAM	D1 potentiator	D2 agonist	D2 PAM
CSc1n[nH]c(NCc2ccc(Cl)cc2)n1
  2	-0.5	-20	-7	20	-2	-13	0.1	-6
COc1cc(S(=O)(=O)N(C)C)ccc1F
  0	0.8	-7	-1	-17	8	-1	0.5	-8
CCn1c(N)c(C(=O)Nc2ccccc2C(=O)OC)sc1=S
  4	-0.3	1	4	-3	-6	-4	0.7	2
CC(NC(=O)C1CCCN1S(=O)(=O)c1cccc2nsnc12)c1ccccc1 (stereo not drawn)
  1	-0.5	-11	7	-9	-1	1	-0.4	5
Cc1ccc(-c2cc(C(=O)Oc3ccc(C#N)cc3)no2)cc1
  3	0.5	7	·	·	20	-1	0.0	-9
CC(=O)Nc1cccc(-c2nc3ccccc3s2)c1C
  0	0.1	4	-1	·	3	-1	·	·
O=C(/C=C/c1ccccc1Cl)N(Cc1ccc(Cl)cc1)C1CCS(=O)(=O)C1 (stereo not drawn)
  5	0.4	8	-10	-1	0	1	1.3	2
CCOc1ccc(CCNC(=O)C2CCN(S(=O)(=O)N3CC(C)CC(C)C3)CC2)cc1OCC (stereo not drawn)
  1	-0.1	-6	3	11	25	0	-0.4	-1
O=C(NCc1ccco1)c1ccc(Cl)nc1
  2	0.2	10	-4	-9	-11	2	0.4	1
CCN(CC)CCNC(=O)Cn1c(-c2ccccn2)nc2ccccc21
  1	0.3	17	5	-18	-4	1	0.4	-3
Cc1cc2nc3c(=O)n(Cc4ccccc4)c(=O)[nH]c3nc2cc1N
  368*	134*	12	-16	-51	18	9	64*	1
CC(=O)N1CCCc2cc(S(=O)(=O)N(CCN(C)C)Cc3ccccc3)ccc21
  0	-0.1	4	-9	·	1	-6	0.9	1
O=C(Nc1ccccc1)N1CCOCC1
  2	0.5	7	4	2	0	2	-0.7	6
CC(C)C(C)(C#N)NC(=O)CSc1nnc(C(F)(F)F)n1C (stereo not drawn)
  3	-0.5	14	-2	-24	4	2	-1.0	-14
CN(C)c1ccnc(-n2cccc2/C=N/O)c1C#N
  -1	1.5	4	-9	-2	3	6	-1.0	-5
O=C(Nc1ccccc1)Nc1ccc(Br)c(Cl)c1
  26	0.8	-31*	-27	18	-9	-8	1.2	-3
CC(C)N=C(NC#N)SCc1ccc(F)cc1
  3	-1.5	-6	-8	11	-5	-5	-0.7	-8
Cc1ccc2c(c1)c1c3n2CCN(C=O)C3CCC1 (stereo not drawn)
  2	0.2	8	-5	3	-7	-2	1.0	2
N#CC1=C(N)SC(N)=C(C#N)C1c1cccc(O)c1
  17	0.0	10	-9	·	4	3	·	·
O=C(NC(Cc1c[nH]c2ccccc12)C(=O)O)/C(=C\c1ccccc1)NC(=O)c1ccccc1 (stereo not drawn)
  3	1.7	-4	22	-13	1	-3	-0.4	-3
CNC(=S)N/N=C/c1ccc(N(C)C)cc1
  2	-3.0	6	3	10	-5	1	-1.4	-3
C=C1CCN(C(C(=O)OC)C(C)C)S(=O)(=O)c2ccccc21 (stereo not drawn)
  1	-0.5	-2	·	-12	-1	-9	0.7	8
COC(=O)NNC(=O)COc1ccc(Cl)cc1
  2	-0.7	-4	22	5	2	-2	-0.1	11
CCN(Cc1ccccc1)C(=O)CSc1ccccc1C(=O)O
  3	0.2	-21	4	23	-5	-9	0.0	-3
CC(C)Oc1ccc(C(=O)NCC(c2ccc(N(C)C)cc2)N2CCc3ccccc32)cc1 (stereo not drawn)
  1	-0.3	1	-18	·	14	-1	-0.3	-2
CN(Cc1c(F)cccc1Cl)c1nnnn1-c1ccccc1
  2	0.6	-10	-16	20	-5	0	-0.7	-2
Cc1ccc(C(=O)Nc2ccc(S(=O)(=O)Nc3onc(C)c3C)cc2)cc1
  -1	0.7	1	-6	·	8	-2	-1.4	-7
CCN(CC)C(=O)CSc1nnc(-c2ccc(O)cc2)n1CC1CCCO1 (stereo not drawn)
  3	0.7	2	-5	·	-10	-1	·	-5
O=C(OCC(=O)N1CCc2ccccc21)c1ccccc1F
  3	-1.1	0	0	0	-4	0	0.3	-4
CC(C)c1ccc(NC(=O)C2=NNC(=O)CC2)cc1
  1	0.6	24	-11	-14	1	1	0.2	10

Going on with the list:
Fields – D1 ag	TRHR ag	D1 antagonist	RXFP1 antagonist	D2 antag	TRHR PAM	D1 potentiator	D2 agonist	D2 PAM
COc1ccccc1-c1cc2nc(C)c(CCC(=O)NC(C)CCc3ccco3)c(C)n2n1 (stereo not drawn)
  1	-0.4	10	·	-14	4	-7	-1.1	-2
CCN(CC)C(=S)NCCc1ccccc1
  1	-0.6	1	6	2	3	6	0.1	19
Nc1nonc1OCCN1CCN(c2ccc([N+](=O)[O-])c3cccnc23)CC1
  6	-0.5	-8	-19	-7	-2	-4	0.1	-8
COc1ccc(-c2cc(=O)oc3c(C)c(OCc4nn[nH]n4)ccc23)cc1
  1	-0.1	16	5	15	-10	-8	0.2	-9
Cc1cccc(C2CC(c3ccccc3)Nc3ncnn32)c1 (stereo not drawn)
  1	0.9	-1	·	-3	-9	0	0.8	-12
COc1cc(CN2CCNC(=O)C2CC(=O)NCCCN2CCOCC2)cc(OC)c1 (stereo not drawn)
  3	1.0	-7	-2	-11	3	-2	-0.7	-2
N#Cc1ccccc1CSc1nc(N2CCCCC2)nc(N2CCCCC2)n1
  5	-2.1	18	-8	9	1	5	-0.8	7
CC(C)CSc1nc2ccccc2c(=O)[nH]1
  0	-0.1	-4	-10	-8	2	1	0.6	17
Nc1c(-c2nc(-c3ccccc3)cs2)c2ccccn2c1C(=O)c1ccc2c(c1)OCO2
  35*	2.5	-8	4	·	3	-1	0.2	-7
CCCCOc1ccc(N=Cc2cccs2)cc1
  0	0.6	2	1	5	2	0	0.9	4
Clc1ccc(-n2ncc3c(NCc4ccccn4)ncnc32)cc1
  2	-0.3	-29	-17	-16	-6	-6	1.2	-4
CCCN(CCC)C(=O)c1cn(CC)c2ccc(S(=O)(=O)N3CCCCC3)cc2c1=O
  2&-1	0.5&-0.6	-8&-5	2&-9	12	-8&5	0&4	0.2&-0.5	-1
O=C(NCc1cccnc1)C1CC(c2ccccc2Cl)=NO1 (stereo not drawn)
  4	-0.4	5	-26	7	-2	-1	-0.1	11
O=C(Cc1ccc(Cl)c(Cl)c1)Nc1ccc(S(=O)(=O)Nc2ncccn2)cc1
  2	1.5	2	-2	8	6	3	0.8	-6
COC(=O)Cn1c2ccc(C)cc2c2nc3ccccc3nc21
  -1	0.2	-2	3	-9	-3	3	-0.9	3
Cc1ccc(Cl)cc1N1CCN(C(=O)Cn2ncn3cccc3c2=O)CC1
  9	0.1	-15	7	-8	0	-9	-0.4	8
Cc1cccc(NS(=O)(=O)c2cccc3nsnc23)c1
  -1	2.2	-1	5	-7	-1	-1	-1.5	11
COc1ccc(CNc2ncnc3sccc23)cc1
  11	0.3	-10	-5	-17	6	-5	0.3	9
COc1cc(OC)c(NC(=O)CSc2nccn2C)cc1Cl
  0	0.5	5	·	·	9	-4	0.5	-12
CC(=O)Nc1ccc(S(=O)(=O)NC2(C(F)(F)F)C(=O)Nc3c2c(=O)[nH]c(=O)n3Cc2ccccc2)cc1 (stereo not drawn)
  1	0.2	-2	32	-3	-4	-5	-0.5	-5
O=C1C2C3c4ccccc4C(c4ccccc43)C2C(=O)N1CN1CCOCC1 (stereo not drawn)
  3	0.1	0	-13	6	-1	1	-1.7	-4
CC(C)OC(=O)NCCOC(=O)Nc1ccccc1Cl
  1	-0.9	-3	-24	-2	-4	1	0.5	·
COc1cc2c(=O)n(CCCC(=O)NCC3CCCO3)c(=O)n(CC(=O)c3ccc(F)cc3)c2cc1OC (stereo not drawn)
  0	-0.6	-3	-6	-2	2	3	-0.6	21
COc1ccccc1CSc1ncc(-c2ccc([N+](=O)[O-])cc2)[nH]1
  9	-1.7	-37*	·	2	-8	-7	-0.9	2
Cc1ccc2nc3c(cc(C(=O)NCC4CCCO4)n3C)c(=O)n2c1 (stereo not drawn)
  0	0.0	3	·	11	-6	-7	-0.2	-16
Cc1ccc(C(=O)c2cc([N+](=O)[O-])ccc2N2CC(C)OC(C)C2)cc1 (stereo not drawn)
  2	-0.2	5	2	-7	0	3	-1.1	-4
CC(=O)c1c(C)[nH]c(C(=O)N2CCc3ccccc32)c1C
  6	0.1	-14	-10	5	-4	-5	-1.3	15
COc1ccc(N2CCN(C(c3cccs3)c3nnnn3C3CCCC3)CC2)cc1 (stereo not drawn)
  1	-0.5	-6	-10	-10	4	-2	0.6	-1
CCOc1ccc(NC(=O)CN2CCc3cc4c(cc3C2)OCCCO4)cc1OCC
  1	0.1	14	-16	-8	-1	4	-0.8	-4
O=S(=O)(c1ccccc1)c1cnc(-c2ccccc2)nc1N1CCCCC1
  8	0.7	11	-2	8	-1	-2	0.2	-4

More results:
Fields – D1 ag	TRHR ag	D1 antagonist	RXFP1 antagonist	D2 antag	TRHR PAM	D1 potentiator	D2 agonist	D2 PAM
COc1ccc(CNS(=O)(=O)c2cc(-c3cc(C)no3)ccc2C(C)C)cc1
  13	-0.1	-31*	10	3	5	7	-0.2	0
COc1ccc(C(=O)NC2CC(C)(C)Cc3c2cnn3-c2ccccc2)cc1OC (stereo not drawn)
  0	-1.3	-11	7	8	-1	-4	0.3	6
Cc1ccc(Cl)cc1NC(=O)C1COc2ccccc2O1 (stereo not drawn)
  3	-0.3	17	-3	-3	1	0	-0.2	0
CCOC(=O)c1c(NC(=O)CSc2nc(-c3ccc(OC)cc3)cc(C(F)(F)F)n2)sc(C)c1C
  1	0.1	4	·	·	21	0	0.2	11
Cc1csc(NC(=O)c2ccncc2)n1
  2	0.9	0	7	-13	7	-1	0.2	11
CCCCCC1CCC(c2nnc(SCC(C)=O)o2)CC1 (stereo not drawn)
  0	-0.4	-6	-14	-11	6	-2	-0.5	11
